# KB-V1 MDR tox = qHTS assay for MDR1-selective chemotherapeutics: Primary screen using the drug-selected MDR subline cells KB-V1. Potency, µM (doses to about 46.1 µM), for the others: top-dose activity change, negative = cytotoxicity, actives largely listed as cytotoxic. AID 1347076, 2019. 3.4% of 400,000 active. KB-V1 MDR cells viability, CellTiter-Glo, 72 h; also: nearly all actives have a fitted effect of over 60% in size
#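 Cells of the MDR subline KB-V1 are plated, dosed with compound at multiple concentrations, and incubated 72 h at 37 degrees C; CellTiter-Glo is then added and luminescence read after 10 min.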
# KB-3-1 cytotox = qHTS assay for MDR1-selective chemotherapeutics: Primary screen using the parental adenocarcinoma cell KB-3-1 | KB-3-1 viability, CellTiter-Glo ATP luminescence, 72 h | Potency, µM (doses to about 46.1 µM), for inactives: top-dose activity change, negative = cytotoxic, usual class: cytotoxic | 1.4% of 400,000 active; also: nearly all actives have a fitted effect of over 60% in size
#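 Cells are dispensed, compounds pinned in, plates held at 37 °C for 72 h, then CellTiter-Glo is added and luminescence read after 10 minutes. Cell line: parental KB-3-1 in phenol-red-free DMEM, 10% FBS.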
# * hit, by the source's call; u = inconclusive. Calls follow the shape of the dose curve; as a rule, active = well fitted cell-killing curve with a large enough effect; inconclusive = small, poorly fitted or top-dose-only effect, or effect the other way; inactive = flat fitted curve, though single readings scatter. % is scaled to controls: 0 for no effect and ±100 for the full control effect; potency is read from the fitted curve at half-maximal effect. Only part of the results is shown (hit frequency here may not be typical).
SMILES,KB-V1 MDR tox,KB-3-1 cytotox
CCOc1ccc(-c2nnc(SCC(=O)NCc3ccc(C)cc3)nc2-c2ccc(OCC)c(OC)c2)cc1OC,9%,-6%
CCS(=O)(=O)N1CC(=O)N(c2cc(C)ccc2C)C(C)(C(=O)NC2CCCCC2)C1 (stereo unspecified),25%,-2%
COc1ccc(CCNC(=O)c2cnn3c2NC(=C2CC2)C=C3C(F)F)cc1OC,0%,u
CCOc1ccc(CCNC(=O)c2ccc3c(c2)c(C)c(C)n3C)cc1,-5%,3%
COc1cccc(CNC(=O)c2sc3nc4n(c(=O)c3c2C)CCC4)c1,-21%,u
CCN1CCN(C(c2ccc(C)cc2)c2c(O)cc(C)n(Cc3ccco3)c2=O)CC1 (stereo unspecified),2%,6%
N#Cc1ccc(NC(=O)COCc2cc(-c3ccc4c(c3)OCO4)on2)cc1,0%,0%
Cc1csc[n+]1CC(=O)c1ccccc1,-7%,2%

# More structures.
SMILES,KB-V1 MDR tox,KB-3-1 cytotox
CCOc1cc(-c2nc(-c3ccc(-c4ccccc4)nc3OCC)no2)cc(OCC)c1OCC,4%,18%
CCc1cccc(NC(=O)Cn2c(-c3ccc(F)cc3)cc(C(C)=O)c2C)c1,-8%,-1%
Cc1ccc2c(c1)N(C(=O)N1CCC(C(=O)Nc3cccc(F)c3)CC1)CCO2,-10%,0%
Cc1ccc(C)c(S(=O)(=O)c2nnn3c2nc(NCc2cccs2)c2sccc23)c1,u,0%
COc1ccccc1CNC(=O)c1cccn1-c1nnc(N2CCCC2)s1,-3%,-3%
O=C(Nc1ccc(Br)cc1F)C1CCN(c2nc3ccccc3[nH]2)CC1,0%,-6%
O=C(Nc1ccc(-c2nc3ccccc3[nH]2)cc1)c1ccc2c(c1)OCCO2,0%,u
CCOC(=O)c1c(NC(=O)CS(=O)(=O)c2ccc(Cl)cc2)sc2c1CCCC2,2%,4%

# (list continues)
SMILES,KB-V1 MDR tox,KB-3-1 cytotox
COc1ccccc1CNC(=O)c1c2c(nc3ccccc13)C(=O)N(C1CCCCC1)C2,-7%,2%
Cc1ccc(C(C)C)c(OCC(=O)Nc2ccc3c(c2)nc(CCNC(=O)c2ccco2)n3C)c1,-11%,6%
COc1cc(OC)c(NC(=O)c2cc(C(C)=O)n3ccccc23)cc1Cl,-13%,0%
O=S(=O)(c1ccccc1C(F)(F)F)N1CCN(c2nc(-c3ccccc3)nc3ccccc23)CC1,-2%,u
COc1ccc(S(=O)(=O)NCC(c2ccc(N(C)C)cc2)N2CCOCC2)cc1 (stereo unspecified),2%,6%
O=[N+]([O-])c1ccc(Cl)c(S(=O)(=O)/N=C(/Sc2ccc(Br)cc2)c2ccccc2)c1,-4%,u
CCCCN(CC)Cc1ccc(CNS(=O)(=O)c2cc3c(cc2Cl)NC(=O)CO3)o1,15%,10%
CCOc1[nH]c(/N=C/c2ccc(OC)cc2)c(C#N)c1C#N,0%,0%

# Other structures follow:
SMILES,KB-V1 MDR tox,KB-3-1 cytotox
Cc1ccc(CN(Cc2cc3cc(C)ccc3[nH]c2=O)Cc2nnnn2Cc2ccccc2)cc1,-10%,u
O=C1CCCC2=C1C1(CCCOC1)N=C(Nc1nc3ccccc3o1)N2 (stereo unspecified),u,-28%
COc1ccc(CN2CC[C@H]3C=CC[C@@H](C(=O)Nc4ccc(Cl)cc4Cl)[C@H]3C2=O)cc1OC,u,-13%
Cc1ccccc1OC(=O)CSc1nnc(-c2ccc(F)cc2)o1,11%,5%
O=C(Nc1cccc(Cl)c1)C1CCCN(c2nn3cc(-c4ccc(F)cc4)nc3s2)C1 (stereo unspecified),u,-23%
COCCn1c(C)cc(O)c(C(c2ccccc2OC)N2CCCCC2)c1=O (stereo unspecified),-5%,8%
O=C(Cn1cc(S(=O)(=O)Cc2cccc(Cl)c2)c2ccccc21)NCCc1ccccc1,-11%,7%
O=C(NCCc1ccccc1)c1ccc2c(c1)nc1n2CCOC1,14%,-2%

# New compounds follow.
SMILES,KB-V1 MDR tox,KB-3-1 cytotox
C(=C\c1ccnc2ccccc12)/c1cccs1,u,13%
COc1ccc(/C=C/c2ccc3ccccc3n2)c(OC)c1,u,u
Cc1ccc(-n2ncc(C(=O)N3CCN(C(=O)c4ccco4)CC3)c2C2CCN(C(=O)OC(C)(C)C)CC2)cc1,-6%,14%
Cc1cc(/C=C/C#N)cc(C)c1Nc1nc(Nc2ccc3n[nH]nc3c2)c2[nH]cnc2n1,30%,17%
O=C(CCC1N=C2c3ccccc3N=C(SCc3ccccc3F)N2C1=O)NCCc1ccccc1 (stereo unspecified),0%,0%
COc1ccccc1NC(=O)CSC1=Nc2ccccc2C2=NC(CCC(=O)NCc3ccco3)C(=O)N12 (stereo unspecified),10%,-1%
O=C(COc1ccccc1C(=O)NCc1ccccc1)Nc1ccc(Br)cc1,-7%,u
COc1ccccc1Cc1nc2ccccc2nc1SCC(=O)N1CCc2ccccc21,-5%,4%

# Continued; it opens with the 3 that closed the last part.
SMILES,KB-V1 MDR tox,KB-3-1 cytotox
COc1ccccc1NC(=O)CSC1=Nc2ccccc2C2=NC(CCC(=O)NCc3ccco3)C(=O)N12 (stereo unspecified),10%,-1%
O=C(COc1ccccc1C(=O)NCc1ccccc1)Nc1ccc(Br)cc1,-7%,u
COc1ccccc1Cc1nc2ccccc2nc1SCC(=O)N1CCc2ccccc21,-5%,4%
CN(C)c1cccc(-c2ncnc(N3CCC(C(N)=O)CC3)n2)c1,17%,16%
CCc1ccc(OCCCn2c(CCCNC(=O)C3CCCCC3)nc3ccccc32)cc1,-1%,0%
COc1ccc(OC)c(NC(=O)COCc2cc(-c3ccc(F)cc3)on2)c1,8%,-3%
CC1CCN(S(=O)(=O)c2ccc3c(c2)N(CC(=O)O)C(=O)CO3)CC1,-5%,-17%
COc1cccc(Nc2nc3c(S(=O)(=O)c4cc(C)ccc4C)nnn3c3ccsc23)c1,3%,8%
Cc1cccc(C(=O)Nc2ccccc2OCc2cc(=O)n3cc(C)ccc3n2)c1,0%,11%
Cc1ccccc1CNC(=O)C(=O)NCC(c1ccco1)S(=O)(=O)c1cccs1 (stereo unspecified),28%,18%
CS(=O)(=O)c1ccc(C(=O)OCC(=O)Nc2ccc(OC(F)(F)F)cc2)cc1[N+](=O)[O-],-15%,u

# (next part)
SMILES,KB-V1 MDR tox,KB-3-1 cytotox
CC1(C)C=Cc2c(ccc(C(=O)/C=C/c3ccccc3)c2O)O1,0%,9%
Cc1ccc(C)c(N2CCN(C(=O)c3cccc(-n4c(C)nc5cccnc54)c3)CC2)c1,u,-13%
CCSC1=NS(=O)(=O)c2ccccc21,u,6%
NCCCCNc1ncnc2ccc(-c3ccc4c(c3)OCO4)cc12,-2%,-29%
CN(C)CCN(Cc1ccco1)S(=O)(=O)c1cc2c(cc1Cl)NC(=O)CO2,7%,9%
Fc1ccc2[nH]c3c(NCc4ccco4)ncnc3c2c1,0%,u
O=C(Nc1ccccc1)N(Cc1cccs1)c1ccc(F)cc1,-15%,14%
COc1cccc(CNC(=O)COCc2cc(-c3ccc4c(c3)OCO4)on2)c1,-7%,0%

# Next compounds:
SMILES,KB-V1 MDR tox,KB-3-1 cytotox
Cc1nc2ccccc2nc1C,28%,4%
CC[N+]1(CC(=O)c2ccc(Br)cc2)CCCCC1,2%,-8%
CC(C)CN(CC(C)C)c1ccc(/C=C/c2nc3ccccc3s2)cc1,u,u
Cc1c(Cl)cccc1NC(=O)C(CCS(C)(=O)=O)N1Cc2ccccc2C1=O (stereo unspecified),15%,9%
CCOC(=O)c1ccc(NC(=O)Cc2ccc(-n3c(CC)nc4cccnc43)cc2)cc1,1%,-4%
CCNC(=O)c1c(NC(=O)c2nc(SC)ncc2Cl)sc2c1CCCC2,42%,u
O=S(=O)(c1ccccc1)c1nnn2c1nc(NC1CCCCCC1)c1sccc12,0%,-8%
Cc1cccc(C)c1Nc1c(-c2ccc(Cl)s2)nc2ncccn12,-1%,-3%

# Continuation.
SMILES,KB-V1 MDR tox,KB-3-1 cytotox
COC(=O)c1ccccc1NC(=O)C1=C(C)C(=O)OC12CCCCCC2,12%,0%
Cc1oc(-c2ccccc2F)nc1CSCC(=O)NCc1ccccc1,1%,-15%
Cc1nn(CCCC(=O)NCCc2ccc(Cl)cc2)c(=O)c2c1sc1ccccc12,-23%,9%
Cc1c(C(=O)NCCc2ccc(S(N)(=O)=O)cc2)sc2nc3n(c(=O)c12)CCCC3,28%,-4%
O=C1Cc2cc(S(=O)(=O)N3CCN(c4ccc([N+](=O)[O-])cc4)CC3)ccc2N1,5%,24%
COc1cc(NC(=O)CSc2nc3nc(C)c(Cc4ccc(C)cc4)c(C)n3n2)cc(OC)c1OC,0%,-26%
NC(=O)c1nn2c(C(F)(F)F)cc(-c3ccc(Br)cc3)nc2c1Cl,-19%,-3%
CCC(C(=O)NC1CCC(C)CC1)n1nc(C)c2sc3ccccc3c2c1=O (stereo unspecified),-3%,-3%

# (listing goes on)
SMILES,KB-V1 MDR tox,KB-3-1 cytotox
CC(=O)c1ccc(NC(=O)c2c3c(nc4ccccc24)C(=O)N(C2CCCCC2)C3)cc1,13%,2%
CC(C)(C)OC(=O)N1CCC(c2c(C(=O)Nc3ccc4c(c3)OCCO4)cnn2-c2ccc(F)cc2F)CC1,-3%,1%
COc1ccc(NC(=O)C(=O)NCC(c2cccnc2)N2CCc3ccccc3C2)cc1 (stereo unspecified),-9%,-15%
Cc1nc([N+](=O)[O-])cn1CC(O)c1ccc2c(c1)OCCO2 (stereo unspecified),10%,9%
O=Cc1cc2c3c(c1)CCCN3CCC2,-10%,10%
CCOC(=O)c1ccc(S(=O)(=O)N2CCN(c3nc(-c4cccs4)nc4ccccc34)CC2)cc1,1%,0%
CNC(=O)c1cc(-c2cccs2)on1,u,u
Cc1ccc(Cl)cc1Nc1sc(C(=O)c2ccc(F)cc2)c(N)c1S(C)(=O)=O,u,-21%

# Other compounds
SMILES,KB-V1 MDR tox,KB-3-1 cytotox
CCCCNC(=O)[C@@H]1CC=C[C@@H]2CCN(C3CCCCC3)C(=O)[C@@H]21,u,14%
COc1ccc(Nc2c(-c3ccsc3)nc3nc(C)cc(C)n23)cc1,1%,-4%
Cc1ccccc1-c1nnc(NC(=O)Nc2ccc3ccccc3c2)s1,-29%,u
COc1ccc(Nc2nc3c(S(=O)(=O)c4ccc(C)cc4)nnn3c3ccsc23)cc1Cl,28%,u
c1nc(NCCCN2CCCCC2)c2cc(-c3ccc4c(c3)OCO4)ccc2n1,0%,u
Cn1cc(C(=O)O)c(=O)c2cc(S(=O)(=O)N3CCOCC3)ccc21,u,u
Cc1ccccc1NS(=O)(=O)c1nnc(NC(=O)c2ccco2)s1,15%,4%
CCN1CCN(c2nnc(-n3cccc3C(=O)NCc3ccccc3OC)s2)CC1,-9%,8%

# Some of these compounds in order of count of non-hydrogen atoms, lowest first:
SMILES,KB-V1 MDR tox,KB-3-1 cytotox
Cn1cc(C(=O)O)c(=O)c2cc(S(=O)(=O)N3CCOCC3)ccc21,u,u
Cc1ccccc1-c1nnc(NC(=O)Nc2ccc3ccccc3c2)s1,-29%,u
CCN1CCN(c2nnc(-n3cccc3C(=O)NCc3ccccc3OC)s2)CC1,-9%,8%

# Going on with the list:
SMILES,KB-V1 MDR tox,KB-3-1 cytotox
COc1ccc(C(=O)NCC(c2cccnc2)N2CCc3ccccc32)cc1 (stereo unspecified),21%,0%
CCOC(=O)c1ccc(NC(=O)Cn2cc(S(=O)(=O)Cc3ccccc3F)c3ccccc32)cc1,-3%,16%
Cc1nc2cccnc2n1-c1cccc(C(=O)N2CCN(c3cccc(Cl)c3)CC2)c1,-9%,0%
O=C(C[N+]12CCCc3cccc(c31)CCC2)c1ccccc1,6%,u
CC(C)(C)OC(=O)N1CCC(c2c(C(=O)Nc3cccc(C(F)(F)F)c3)cnn2-c2ccc(F)cc2F)CC1,-8%,-5%
COc1ccc(CCNC(=O)c2ccc3c(c2)c(C)c(C)n3Cc2ccc(F)cc2)c(OC)c1OC,-29%,-15%
O=C(OC/C=C/CSc1nnc(-c2cccc3ccccc23)o1)c1ccc(F)cc1,-5%,20%
CCOC(=O)c1cc(-c2ccccc2)n(-c2cccc(C(=O)Nc3cccc(SC)c3)c2)c1C,8%,-5%

# Compound profiles, as listed above.
# CCOc1cc(-c2nc(-c3ccc(-c4ccccc4)nc3OCC)no2)cc(OCC)c1OCC reads KB-V1 MDR tox = 4%; KB-3-1 cytotox = 18%
# COc1ccc(/C=C/c2ccc3ccccc3n2)c(OC)c1 reads KB-V1 MDR tox = u; KB-3-1 cytotox = u

# Later entries
SMILES,KB-V1 MDR tox,KB-3-1 cytotox
O=C(Nc1cccc(C(=O)Nc2ccc(S(=O)(=O)O)c3cc(S(=O)(=O)O)cc(S(=O)(=O)O)c23)c1)Nc1cccc(C(=O)Nc2ccc(S(=O)(=O)O)c3cc(S(=O)(=O)O)cc(S(=O)(=O)O)c23)c1,u,11%
Cn1ncc(C(=O)N2CCN(c3ccccc3F)CC2)c1C1CCN(C(=O)OC(C)(C)C)CC1,-6%,8%
Cc1ccc2nc(COc3ccccc3NC(=O)c3ccccc3C)cc(=O)n2c1,4%,-3%
COc1ccc(OCC(=O)N(Cc2cccs2)c2ccc(OC)cc2)cc1,-11%,2%
CCc1sc(-c2cc3ccccc3oc2=O)nc1-c1ccc(C)cc1,0%,8%

# Source: PubChem BioAssay
